Compound activity deposited in PubChem BioAssay by several laboratories.
RmlCD inh 1536 – M. tuberculosis RmlC/RmlD coupled enzyme inhibitors, primary screen, biochemical, compound mixtures, 384-well, from 1536-well plates; RmlC+RmlD coupled enzyme assay, percent inhibition; primary screen in compound mixtures; inhibition, % at 3.6 µM; 160,000 tested, 0.03% active; in the data active = inhibition mostly above about 34%, no sharp cut-off; note: some results filed as inactive read as strong as hits
Target sequence (P9WH09 whole entry, looked up): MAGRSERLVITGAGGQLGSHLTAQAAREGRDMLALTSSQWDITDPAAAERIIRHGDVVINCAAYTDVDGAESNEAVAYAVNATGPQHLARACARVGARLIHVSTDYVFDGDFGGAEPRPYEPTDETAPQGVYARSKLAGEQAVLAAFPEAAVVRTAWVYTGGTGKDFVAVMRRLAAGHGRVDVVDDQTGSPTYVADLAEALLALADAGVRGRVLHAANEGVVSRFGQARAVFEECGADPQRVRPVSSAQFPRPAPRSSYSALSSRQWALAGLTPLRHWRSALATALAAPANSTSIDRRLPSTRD
Target sequence (P9WH11 whole entry, looked up): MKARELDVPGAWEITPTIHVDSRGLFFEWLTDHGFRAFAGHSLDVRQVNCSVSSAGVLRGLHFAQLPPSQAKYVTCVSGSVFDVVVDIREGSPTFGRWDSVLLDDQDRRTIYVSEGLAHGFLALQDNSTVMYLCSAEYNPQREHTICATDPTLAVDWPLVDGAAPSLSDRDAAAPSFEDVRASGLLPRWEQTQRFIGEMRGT
M. tuberculosis GlmU – inhibition of mycobacterial GlmU enzyme – biochemical, glucosamine-1-phosphate acetyltransferase (AID 1376) | M. tuberculosis GlmU acetyltransferase enzyme assay; higher % means a stronger effect | one-dose inhibition, %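 (tested at 30 µM in the primary screen)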; IC50 in µM for titrated hits | 220,000 tested, 0.25% active; in the data active = inhibition above about 13%;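 note: 0% = complete reaction with vehicle and 100% = reaction without substrate; strong numbers were not always called active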
* marks the source's active call; other numbers are inactive results; nt = not tested or not shown.

SMILES | RmlCD inh 1536 | M. tuberculosis GlmU
Cc1cc(-c2nc3ncccc3o2)ccc1NC(=S)NC(=O)C(C)C | 6.7 | -2.4%
O=C(Nc1ccccc1C(=O)N1CCCC1)C1CCN(c2ncccn2)CC1 | nt | 7.8%
COC(=O)CCSC(=S)N1CCOCC1 | 2.0 | -0.6%
Cc1cc(C(=O)N/N=C2\CCCC(=O)C2)c(C)n1-c1ccccc1 | 11.5 | -6.0%
O=C(c1ccccc1)c1nn(-c2ccccc2)c2nnc(Cc3ccccc3)c(=O)n12 | nt | 1.1%
COc1ccc(N2CCN(S(=O)(=O)c3ccc4c(c3)OCCO4)CC2)cc1 | 9.4 | -5.1%
CC(C)(C)c1ccc(N2C(=N)SCC2=O)cc1 | 1.2 | -2.8%
N#Cc1ccccc1Sc1ccccc1C(=O)OCC(=O)NC1CCCCC1 | 14.0 | -3.1%
CCN(CC(=O)NC(C)C)C(=O)c1ccc(S(=O)(=O)N(C)c2ccccc2OC)cc1 | 20.7 | 3.3%
Cc1ccnc(N2CCCC(C(=O)Nc3cc(F)ccc3C)C2)n1 (stereo unspecified) | -8.8 | 8.9%
O=C(CCC(=O)N1CCCC1)Nc1nnc(C2CCCCC2)s1 | -10.4 | 3.4%
COc1ccc(N2CCN(C(=O)C3CCN(S(=O)(=O)c4ccccc4)CC3)CC2)cc1 | nt | 7.0%
Cn1ncc([N+](=O)[O-])c1C(=O)N1CCOCC1 | nt | 3.0%
CN(Cc1nc(-c2ccccn2)no1)S(=O)(=O)c1ccccc1 | 85.0 | 2.1%
COc1ccc(/C=C/C(=O)Nc2ccc(N3CCOCC3)cc2)cc1 | 11.9 | -1.3%
O=C(Nc1ccc(Cl)cc1)c1cnc(-c2ccccc2)nc1-c1ccccc1 | -1.8 | 3.0%
CCn1nnc(NC(=O)c2ccc(-c3ccccc3[N+](=O)[O-])o2)n1 | -4.6 | 0.6%
CCCn1c(=O)c(C(=O)NCC2CCCO2)c(O)c2ccccc21 (stereo unspecified) | nt | 6.6%
CCOC(=O)C1CCCCN1Cc1cn(C)nc1-c1ccccc1F (stereo unspecified) | -11.2 | 0.0%
CCn1c(SCC(=O)c2cc(OC)ccc2OC)nnc1C1CC1 | nt | 1.8%
CN(C)S(=O)(=O)c1ccc(-c2csc(N/N=C/c3ccco3)n2)cc1 | 8.7 | -3.1%
Cc1ccc(OCc2ccc(C#N)cc2)c(C(=O)c2cc(C#N)c(=O)n(C3CC3)c2)c1 | -8.5 | 0.6%
Cc1ncc(CN2CCCC(C(=O)c3ccc(C(C)(C)C)cc3)C2)s1 (stereo unspecified) | -4.3 | -5.3%
O=C(/C=C/c1ccccc1)c1ccc2c(c1)OCCCCO2 | -1.4 | 0.4%
O=C(CNC(=O)c1cccs1)NCC(=O)OCc1c(F)cccc1Cl | 8.4 | 1.2%
CCc1nc(-c2ccccc2)c2ccccn12 | 3.6 | 0.6%
CC1(C)CC(=O)C(C2(O)C(=O)Nc3ccccc32)CO1 (stereo unspecified) | 6.0 | 0.1%
CCC(C)(C)n1nnnc1C(c1cc(OC)ccc1OC)N1CCN(Cc2ccccc2)CC1 (stereo unspecified) | -10.2 | -3.4%
COc1ccc(C)cc1NC(=O)c1cc2c(=O)n3ccccc3nc2n1C | nt | 1.7%
O=C(CCC1CCCCC1)NCCN1C2=NC[C@H](Cc3ccccc3)N2C[C@H]1Cc1ccc(O)cc1 | nt | -11.9%
COc1ccc(C)cc1C1=Nc2ccccc2C1(C)C | 0.7 | -4.0%
CCOc1ccc(C2NC(=O)c3ccccc3O2)cc1 (stereo unspecified) | 10.9 | -0.1%
C/C(=N\Nc1cc(C)nc(NCc2ccccc2)n1)c1cccc([N+](=O)[O-])c1 | -9.4 | 1.4%
C/C(=N\OC(=O)c1ccc(C)cc1)c1c(C)nc2cc(C)ccn12 | 26.5 | -5.6%
Cc1cc(NC(=O)CSc2nc3cc(Cl)ccc3s2)no1 | nt | -4.3%
Cc1[nH]nc(Sc2ccccn2)c1[N+](=O)[O-] | -6.7 | 2.5%
Cc1c(N=C(N)/N=C(\N)Nc2ccc(Br)cc2)c(=O)n(-c2ccccc2)n1C | nt | -0.1%
Fc1ccc(-n2c(-c3cc(C4CC4)[nH]n3)n[nH]c2=S)cc1Cl | -12.7 | -3.1%
O=C(Nn1c(C2CCC2)nc2ccccc2c1=O)C1CCC1 | nt | -5.1%
COc1ccc(Nc2cccc(Cl)c2)c(C(=O)O)c1 | 2.9 | 13.1%*
Cc1c(NC(=O)C(C)Sc2ncnc3ccccc23)c(=O)n(-c2ccccc2)n1C (stereo unspecified) | 7.4 | -1.1%
COc1cc(C2CC(=O)Oc3c2c(=O)n(C)c2ccccc32)ccc1O (stereo unspecified) | 4.2 | 5.3%
O=P1(c2ccccc2)C=Cn2c1cc1c2CCCC1 (stereo unspecified) | 10.8 | -4.2%
CCCCCCN1N=C(C)C(C(=O)c2ccc(Cl)cc2)C1=O (stereo unspecified) | -5.9 | 6.2%
O=C(Nc1ccncc1)c1ccc(NS(=O)(=O)c2cccc(F)c2)cc1 | 1.4 | 2.0%

Molecules above containing an aryl methoxy group (10):
SMILES | RmlCD inh 1536 | M. tuberculosis GlmU
COc1ccc(N2CCN(S(=O)(=O)c3ccc4c(c3)OCCO4)CC2)cc1 | 9.4 | -5.1%
CCN(CC(=O)NC(C)C)C(=O)c1ccc(S(=O)(=O)N(C)c2ccccc2OC)cc1 | 20.7 | 3.3%
COc1ccc(N2CCN(C(=O)C3CCN(S(=O)(=O)c4ccccc4)CC3)CC2)cc1 | nt | 7.0%
COc1ccc(/C=C/C(=O)Nc2ccc(N3CCOCC3)cc2)cc1 | 11.9 | -1.3%
CCn1c(SCC(=O)c2cc(OC)ccc2OC)nnc1C1CC1 | nt | 1.8%
CCC(C)(C)n1nnnc1C(c1cc(OC)ccc1OC)N1CCN(Cc2ccccc2)CC1 (stereo unspecified) | -10.2 | -3.4%
COc1ccc(C)cc1NC(=O)c1cc2c(=O)n3ccccc3nc2n1C | nt | 1.7%
COc1ccc(C)cc1C1=Nc2ccccc2C1(C)C | 0.7 | -4.0%
COc1ccc(Nc2cccc(Cl)c2)c(C(=O)O)c1 | 2.9 | 13.1%*
COc1cc(C2CC(=O)Oc3c2c(=O)n(C)c2ccccc32)ccc1O (stereo unspecified) | 4.2 | 5.3%

Further entries
SMILES | RmlCD inh 1536 | M. tuberculosis GlmU
CN(C)c1nc(C(=O)Nc2ccccc2)nc(N(C)C)n1 | 25.3 | 5.3%
CCCCCCC(C)n1cc(C(C)=O)c(=O)[nH]c1=O (stereo unspecified) | -3.2 | -3.7%
Cc1cc(NC(=O)Cn2nnc3sc4c(c3c2=O)CCC(C(C)(C)C)C4)no1 (stereo unspecified) | 8.1 | 5.1%
O=C(Nc1cc2c(cc1Cl)OCCCO2)c1ccc(F)cc1 | -11.0 | -1.4%
COc1ccc2c(c1)C1(Nc3ccccc3-c3nc4ccccc4n31)C(=O)N2C (stereo unspecified) | -10.9 | 3.2%
CSc1nnc(-c2cnccn2)n1Cc1ccccc1 | nt | 2.5%
CCCCOc1ccc(N(CC(=O)NCC2CCCO2)C(=O)CCC(=O)Nc2cc(C)ccn2)cc1 (stereo unspecified) | nt | -4.1%
CCc1ccc(-n2c(O)c(C=NCCN(CC)CC)c(=O)[nH]c2=O)cc1 | 12.2 | 2.5%
O=C(Nc1cccc(S(=O)(=O)c2cccc(NC(=O)c3ccco3)c2)c1)c1ccco1 | nt | 3.4%
OC1(c2ccccc2)Cc2cccc[n+]2C1c1ccccc1 (stereo unspecified) | -11.6 | 0.7%
CCCC(=O)Nn1cnc2c(c1=O)C1(CCCC1)Cc1ccccc1-2 | nt | 1.4%
COc1ccc(NC(=O)CSc2nnc(-c3ccco3)n2C)cc1 | 4.6 | 0.7%
CCCOC(=O)CSc1nc(N)c(C#N)c(-c2ccco2)c1C#N | nt | 2.4%
Cc1ccc(S(=O)(=O)N2CCN(C(=O)Cc3ccc4c(c3)OCCO4)CC2)cc1C | 11.8 | -3.2%
O=c1cc2c(n[nH]1)CCCC2 | nt | 7.6%
CC1=C(C(=O)OCc2ccc3c(c2)OCO3)C(c2cccc([N+](=O)[O-])c2)NC(=O)N1 (stereo unspecified) | 12.0 | -2.4%
CCc1nnc(NS(=O)(=O)c2ccc(NC(=S)NC(=O)c3cccnc3)cc2)s1 | -7.7 | 2.1%
CCOc1ccc(N2CC(O)=C(c3ccccc3)C2=N)cc1 | -6.3 | 0.2%
COc1ccc(C(=O)NCC(=O)N2CCCC(C)C2)cc1OC (stereo unspecified) | 12.3 | -1.7%
COc1ccc(C2=C(N)c3ccccc3C2=O)cc1 | nt | 1.8%
O=C(CCc1ccccc1)Nc1ccccc1C(=O)NCc1ccco1 | nt | 1.5%
COc1ccc2sc(N(CCCN(C)C)C(=O)c3nc4ccccc4s3)nc2c1 | -8.4 | -4.4%
CC(=O)NC1=NN(C(C)=O)C(C)(CS(=O)(=O)c2ccc(Cl)cc2)S1 (stereo unspecified) | nt | 3.1%
O=C(Cc1ccccc1)NC(NC(=S)Nc1cc(Cl)ccc1Cl)C(Cl)(Cl)Cl (stereo unspecified) | 10.2 | 5.2%
Cc1c(NC(=O)C(C)OC(=O)CNC(=O)c2ccccc2)c(=O)n(-c2ccccc2)n1C (stereo unspecified) | nt | 2.0%
CC1CCC(C(C)C)C(OC(=O)COC(=O)c2ccc(=O)[nH]c2)C1 (stereo unspecified) | nt | -8.0%
Cc1ccc(SCc2nc(N)nc(Nc3ccccc3C)n2)cc1C | -7.6 | -1.9%
Cn1c(=O)c2ncn(CC(=O)NC3CCCCCC3)c2n(C)c1=O | 0.7 | 0.3%
COc1cccc(N2C(=O)C3CCCN3C2c2ccc(N(C)C)cc2)c1 (stereo unspecified) | 1.9 | 5.6%
N#CC1=C(N)Oc2n[nH]c(-c3ccccc3)c2C1c1cccnc1 (stereo unspecified) | nt | -0.4%
CC1(C)C(CC2OCC(CN3CCCCC3)O2)[C@H]2CC[C@@H]1C2 (stereo partly specified) | 3.2 | 3.1%
CC[C@]1(O)CC2CN(CCc3c([nH]c4ccccc34)[C@@](C(=O)OC)(c3cc4c(cc3OC)N(C)[C@H]3[C@@](O)(C(N)=O)[C@H](O)[C@]5(CC)C=CCN6CC[C@]43[C@@H]65)C2)C1 (stereo partly specified) | nt | -5.8%
CC(C)(C)c1cc(NCc2ccccn2)n2ncc(-c3ccccc3)c2n1 | 16.4 | -2.5%
N#Cc1ccc(C(=O)NCC(c2ccco2)N2CCCC2)cc1 (stereo unspecified) | -5.9 | 1.2%
CCC(CC)c1nnc(NC(=O)c2nn(C)c(=O)c3ccccc23)s1 | 4.4 | -0.8%
Cc1ccccc1SCC(=O)OCC(=O)Nc1sccc1C(N)=O | 4.6 | -1.2%
Cc1csc(NC(=O)CSc2nc(C)nc3c2c(=O)n(C)c(=O)n3C)n1 | 2.1 | -3.5%
COc1ccc(CN2C(=O)CC(Cc3cc(C)cc(C)c3)C2=O)cc1OC (stereo unspecified) | -2.1 | -2.4%
CC(=O)Nc1ccc(S(=O)(=O)NCCSCc2ccc(Cl)cc2Cl)cc1 | 11.2 | 0.7%
CCn1ncc(Br)c1C(=O)NC(C)c1ccccc1 (stereo unspecified) | nt | -2.2%
COc1ccc(CCN(Cc2ccccn2)C(=S)Nc2cccc(C)c2)cc1OC | nt | -0.9%
O=C1CSC(c2ccccc2F)N1c1cc(Cl)ccc1O (stereo unspecified) | -4.3 | 4.9%
CCN(CC)c1ccc(NC(=O)c2cccc(C)c2)cc1S(=O)(=O)Nc1ccccc1OC | 1.8 | 5.4%
CN1C2C=C3C(C#N)=C(N)C(C#N)(C#N)[C@H](c4c(F)cccc4F)[C@H]3C1CC2 (stereo partly specified) | nt | 4.1%
O=C(Cc1ccc(Cl)cc1)NNC(=S)NC(=O)c1cccnc1 | 3.5 | 3.0%
O=C1C=CC(=O)C(C2=C3C(=O)N(CCc4ccccc4)CC(=O)N3CCC2)=C1 | nt | 4.2%
COc1ccccc1Nc1ccc(N)cc1 | -10.1 | 1.1%
O=C1C2(c3ccccc3)CN(CCO)CC1(c1ccccc1)CN(CCO)C2 | 10.6 | -0.6%
C=CCn1c(SCC(=O)Nc2sc(C)c(C)c2C(=O)OCC)nnc1-c1sc(N)nc1C | 1.6 | -2.0%
CCN(CCC(=O)O)c1ccccc1 | nt | 0.1%
CCC(C)N(C(=O)CSc1ccc(NC(C)=O)cc1)C1CCS(=O)(=O)C1 (stereo unspecified) | -1.0 | -4.0%
CC(=O)c1cc(O)c2ccccc2c1O | 2.6 | 8.0%
CCC(=O)Nc1c(-c2ccccc2)c(=O)c2ccccc2n1C | 28.2 | -3.3%
COc1ccc(-n2c(=S)[nH]c3ccccc32)cc1 | -0.4 | -4.6%
N#C/C(C(=O)N1CCOCC1)=C1/SC(Cc2ccccc2)C(=O)N1c1ccccc1 (stereo unspecified) | -7.4 | -1.7%
CCOC(=O)C(C)Oc1ccc2c(CC)cc(=O)oc2c1C (stereo unspecified) | -15.3 | -3.4%
Cc1ccc(/C=N/NC(=O)c2ccccc2OCc2ccc(F)cc2)o1 | nt | -7.2%
Cn1c(CCNC(=O)c2ccccc2F)nnc1SCC(=O)Nc1ccccc1F | -8.8 | -2.6%
COc1cccc(-c2nn(-c3ccccc3)cc2CN(C)Cc2ccno2)c1 | nt | 1.0%
N#C/C(=C\c1c(N2CCC(C(N)=O)CC2)nc2ccccn2c1=O)C(=O)NCc1ccco1 | -5.1 | 4.4%

The list is partial; rates above refer to the full screens.
